# PAFAH1B3 FP inh – PAFAH1B3 enzyme inhibitors, primary screen, biochemical, fluorescence polarization, human; Platelet-activating factor acetylhydrolase IB subunit alpha1 (Homo sapiens), Q15102; recombinant PAFAH1B3, FP-rhodamine probe; inhibition, % at 3.39 µM; 0.28% of 340,000 active;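 active = inhibition above the screen-wide average of all tested compounds plus 3 SD, cut at about 25% in these data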;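 also: 0% = enzyme with DMSO only and 100% = wells lacking PAFAH1B3 protein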
# GSTO1 counter – inhibitors of recombinant GSTO1, primary screen, counter-screen for RBBP9 inhibitor project, biochemical, fluorescence polarization. 1.1% of 300,000 active. AID 1974, 2009. activity-based probe fluorescence polarization. Glutathione S-transferase omega-1 (Homo sapiens), P78417. inhibition, % at 5.96 µM;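 active = inhibition above the campaign mean inhibition plus 3 SD, cut at about 35% in these data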;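 also: 0% = GSTO1-1 with DMSO and 100% = wells lacking GSTO1-1 enzyme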
# PME-1 inh – PME-1 inhibitors via competitive probe labeling, primary screen, biochemical, fluorescence polarization, FP-Rh probe, HTS. 0.53% of 320,000 active. inhibition, % at 5.9 µM. Protein phosphatase methylesterase 1 (Homo sapiens), Q9Y570. recombinant PME-1;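 active = inhibition above the campaign mean of all compounds plus 3 SD, cut at about 26% in these data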;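 also: competitive labeling of PME-1 active site by serine hydrolase directed probe; 0% = PME-1 with DMSO and 100% = wells lacking PME-1 enzyme; inhibitors block probe labeling so polarization falls and inhibition rises; many of its hits are not listed in these tables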
# pPAFAH FP inh – pPAFAH enzyme inhibitors, primary screen, biochemical, fluorescence polarization, human. Platelet-activating factor acetylhydrolase (Homo sapiens), Q13093. recombinant pPAFAH, FP-rhodamine probe fluorescence polarization. inhibition, % at 3.39 µM. 1.5% of 330,000 active;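 active = inhibition above the mean inhibition across the screen plus 3 SD, cut at about 25% in these data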;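 also: inhibitors block binding of the rhodamine activity-based probe so polarization drops; 0% = enzyme with DMSO and 100% = wells lacking pPAFAH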
# Target sequence (Q13093 whole entry, looked up): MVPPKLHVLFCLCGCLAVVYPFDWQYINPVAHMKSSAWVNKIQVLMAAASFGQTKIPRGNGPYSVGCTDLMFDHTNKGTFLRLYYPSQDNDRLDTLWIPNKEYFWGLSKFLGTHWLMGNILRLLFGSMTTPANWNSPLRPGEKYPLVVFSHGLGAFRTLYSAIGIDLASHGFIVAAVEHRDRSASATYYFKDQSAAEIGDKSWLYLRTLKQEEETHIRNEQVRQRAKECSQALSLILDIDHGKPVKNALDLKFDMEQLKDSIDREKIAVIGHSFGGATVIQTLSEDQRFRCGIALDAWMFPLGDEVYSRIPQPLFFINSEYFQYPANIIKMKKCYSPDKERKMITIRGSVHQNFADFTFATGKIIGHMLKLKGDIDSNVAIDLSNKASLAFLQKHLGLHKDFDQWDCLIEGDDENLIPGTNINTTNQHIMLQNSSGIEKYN
# LYPLA1 inh – LYPLA1 inhibitors, primary screen, counter-screen for PME1 inhibitor project, biochemical, fluorescence polarization, FP-Rh probe ABPP; Acyl-protein thioesterase 1 (Homo sapiens), O75608; recombinant LYPLA1; inhibition, % at 5.9 µM; 0.16% of 320,000 active;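 active = inhibition above the mean of all tested compounds plus 3 SD, set per campaign, cut at about 14% in these data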;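 also: inhibitors block serine hydrolase probe labeling of LYPLA1 so polarization falls; 0% = enzyme with DMSO and 100% = wells lacking LYPLA1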
# Target sequence (O75608 whole entry, looked up): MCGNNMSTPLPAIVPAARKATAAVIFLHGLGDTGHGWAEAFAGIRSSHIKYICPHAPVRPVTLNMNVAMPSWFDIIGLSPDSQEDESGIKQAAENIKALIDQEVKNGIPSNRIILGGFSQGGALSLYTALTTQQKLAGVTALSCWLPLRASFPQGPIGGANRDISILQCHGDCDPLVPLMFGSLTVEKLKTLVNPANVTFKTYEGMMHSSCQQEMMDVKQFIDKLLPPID
# Fam108B counter – mouse Fam108B serine hydrolase inhibitors, primary screen, counter-screen for RBBP9 inhibitor project, biochemical, fluorescence polarization | recombinant Fam108B, FP-Rh probe fluorescence polarization | inhibition, % at 9.51 µM | 0.33% of 300,000 active;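 active = inhibition above the screen mean inhibition plus 3 SD, computed separately per campaign, cut at about 18% in these data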;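 also: inhibitors lower polarization as less probe binds the enzyme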
# PAD4 FP inh – human PAD4 inhibitors, primary screen, biochemical, fluorescence polarization, 1536-well format | Protein-arginine deiminase type-4 (Homo sapiens), Q9UM07 | recombinant PAD4, RCA probe fluorescence polarization | inhibition, % at 6.36 µM | 0.41% of 330,000 active;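 active = percent inhibition above a cutoff equal to the mean of all tested compounds plus 3 SD, cut at about 15% in these data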;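 also: 0% = PAD4 with RCA probe and DMSO and 100% = probe without PAD4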
# PAFAH2 FP inh – PAFAH2 enzyme inhibitors, primary screen, biochemical, fluorescence polarization, human; Platelet-activating factor acetylhydrolase 2, cytoplasmic (Homo sapiens), Q99487; recombinant PAFAH2, FP-rhodamine activity probe; inhibition, % at 3.39 µM; 0.99% of 340,000 active; AID 492956, 2010;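 active = inhibition above the mean over all tested compounds plus 3 SD, cut at about 30% in these data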;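 also: inhibitors block probe labeling of enzyme so polarization drops; 0% = enzyme with DMSO and 100% = wells lacking PAFAH2 protein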
# PAFAH1B2 inh – PAFAH1B2 enzyme inhibitors, primary screen, biochemical, fluorescence polarization, human | 1.2% of 340,000 active | recombinant PAFAH1B2, FP-rhodamine activity probe | inhibition, % at 3.39 µM;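 active = inhibition above the mean of all tested compounds plus 3 SD, cut at about 24% in these data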;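 also: 0% = enzyme with DMSO and 100% = wells lacking PAFAH1B2; many of its hits are not listed in these tables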
# Target sequence (P68402 whole entry, looked up): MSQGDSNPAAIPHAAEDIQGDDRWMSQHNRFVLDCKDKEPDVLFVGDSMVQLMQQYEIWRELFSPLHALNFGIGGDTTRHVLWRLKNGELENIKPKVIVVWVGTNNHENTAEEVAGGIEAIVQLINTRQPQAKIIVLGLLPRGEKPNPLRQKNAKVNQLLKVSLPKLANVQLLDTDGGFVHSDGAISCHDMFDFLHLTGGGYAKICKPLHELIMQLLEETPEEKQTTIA
# * marks the source's active call; other numbers are inactive results; · = not tested or not shown; & = joins results of further samples. These rows are one share of the data; the hit share may differ from the screen's.
SMILES,PAFAH1B3 FP inh,GSTO1 counter,PME-1 inh,pPAFAH FP inh,LYPLA1 inh,Fam108B counter,PAD4 FP inh,PAFAH2 FP inh,PAFAH1B2 inh
Cc1nc2ccccc2c(=O)n1-c1ccc(Cl)cc1Cl,1.0,4.2,-1.4,2.3,0.2,1.5,5.9,-5.2,1.9
COC(=O)C1=C(c2ccc(F)cc2OCc2ccccc2)C[C@@H]2CC[C@H]1N2C(=O)N1CCC(O)(c2ccc(Cl)cc2)CC1,-5.5,·,·,4.7,·,·,6.7,-7.6,-2.1
COc1ccc(Cn2c(O)c(C=NCCN3CCOCC3)c(=O)[nH]c2=O)cc1,9.4,-5.0,-5.0,0.5,-1.8,-2.2,-3.6,-2.5,0.1
CN1[C@@H]2CC[C@H]1CC(OC(=O)C1C=Nc3ccccc31)C2 (stereo partly specified),0.4,3.2,0.7,-1.1,2.3,-0.8,-0.4,1.2,-1.3
Fc1ccc(Cn2nnnc2C(c2ccc(Cl)cc2)N2CC=C(c3ccc(F)cc3)CC2)cc1 (stereo unspecified),-3.0,2.7,-3.0,5.2,-3.7,-7.2,1.1,-13.0,10.3
CC(=O)C1C(=O)NC23CCCCC2C1c1ccccc1O3 (stereo unspecified),-0.5,-1.0,-0.4,5.8,0.9,-3.2,0.3,-3.3,4.7
CCN1CCN(c2ccc([N+](=O)[O-])cc2C(=O)OC)CC1,·,0.9,1.4,-4.9,-2.9,-0.8,-7.5,·,·
c1ccc(CCn2nnnc2CN2CCC(n3nnc4ccccc43)CC2)cc1,6.7,3.7,0.8,2.7,0.0,-0.1,-4.3,5.8,-0.3
COC(=O)C1=C(c2ccc(S(C)(=O)=O)cc2)C[C@@H]2CC[C@H]1N2C(=O)N1CCC(C)CC1,6.7,0.3,3.3,2.7,0.6,1.9,-10.5,-7.3,5.3
CCOC(=O)c1c(/N=C/C2C(=O)NC(=O)NC2=O)sc2c1CCC2,5.3,-7.3,-5.0,1.6,-3.1,-2.7,10.6,2.9,-2.0
COc1ccc(OC)c(N2C(=O)NC(=O)/C(=C\c3ccc([N+](=O)[O-])s3)C2=O)c1,60.7*,39.8*,-0.7,63.5*,-3.5,44.2*,-26.0,54.3*,47.0*
COc1ccccc1N1CCN(CCc2ccccc2)CC1,-0.2,0.2,3.6,2.1,2.7,-2.5,-2.1,2.9,4.0
CN1CCN(c2ccc(S(C)(=O)=O)cc2[N+](=O)[O-])CC1,0.9,-0.8,6.7,-0.4,-1.1,-0.4,-6.1,-3.2,-0.5
CN(C(=O)COC(=O)c1cn(C)c2ccccc12)C1CCCCC1,6.8,·,5.5,1.2,-1.4,·,-0.3,12.5,5.0
C[N+]1(C)CCOC(O)(c2ccc(-c3ccc(C4(O)C[N+](C)(C)CCO4)cc3)cc2)C1 (stereo unspecified),-5.1,3.6,-1.6,0.1,-0.8,-0.5,4.6,2.2,-1.2
CC(=O)Nc1cccc([As](=O)(c2cccc(NC(C)=O)c2)c2cccc(NC(C)=O)c2)c1,-0.7,-2.6,-1.9,1.0,0.5,-1.0,-5.2,-2.6,1.5
COc1ccc(-n2nc(C(=O)NCC(=O)N3CCC4(CC3)OCCO4)c3ccccc3c2=O)cc1Cl,3.2,5.0,7.5,6.5,-3.5,-2.7,-4.5,0.2,-1.9
CCCCn1c(O)c(C(CC)=Nc2ccc(OC)cc2OC)c(=O)[nH]c1=O,3.0,-12.2,2.7,10.8,-0.9,3.6,-3.5,12.3,7.4
Clc1ccc2sc(C3CCNCC3)nc2c1,-1.3,-1.5,5.4,4.9,1.7,-0.2,-1.1,3.2,-1.4
Cc1ccc(-c2nc3ccccc3c(=O)n2-c2nccs2)cc1,5.2,1.4,3.4,-4.0,1.4,-1.9,-2.9,1.8,1.2
CC1CCC(N(C)C2CCN(C)CC2)CC1 (stereo unspecified),3.4,2.2,-2.5,-5.7,-4.0,2.4,0.4,-6.5,0.6
CCCCN1CCC(C#N)(Nc2ccccc2)CC1,1.3,2.7,-7.9,7.0,6.5,-2.2,1.6,-2.6,4.0
O=C1NC(=O)C(=Cc2ccc(Sc3ccccc3)o2)C(=O)N1,-0.6,20.8,-5.5,11.7,-3.4,-4.5,-3.9,33.1*,29.3*
COc1cc(C(=O)NC(=S)N2C[C@H]3C[C@H](C2)c2cccc(=O)n2C3)cc(OC)c1OC,11.2,-0.5,-7.5,-1.4,-0.7,-4.2,-2.5,7.1,0.6

# Record cards (already shown). Order of values: PAFAH1B3 FP inh | GSTO1 counter | PME-1 inh | pPAFAH FP inh | LYPLA1 inh | Fam108B counter | PAD4 FP inh | PAFAH2 FP inh | PAFAH1B2 inh
# `C[N+]1(C)CCOC(O)(c2ccc(-c3ccc(C4(O)C[N+](C)(C)CCO4)cc3)cc2)C1` (stereo unspecified) reads -5.1 | 3.6 | -1.6 | 0.1 | -0.8 | -0.5 | 4.6 | 2.2 | -1.2
# `CC1CCC(N(C)C2CCN(C)CC2)CC1` (stereo unspecified) reads 3.4 | 2.2 | -2.5 | -5.7 | -4.0 | 2.4 | 0.4 | -6.5 | 0.6
# `CCCCN1CCC(C#N)(Nc2ccccc2)CC1` reads 1.3 | 2.7 | -7.9 | 7.0 | 6.5 | -2.2 | 1.6 | -2.6 | 4.0

# Carrying on:
SMILES,PAFAH1B3 FP inh,GSTO1 counter,PME-1 inh,pPAFAH FP inh,LYPLA1 inh,Fam108B counter,PAD4 FP inh,PAFAH2 FP inh,PAFAH1B2 inh
CCC(=O)OC(Cc1ccccc1)(c1ccccc1)[C@H](C)CN(C)C (stereo partly specified),8.3,·,·,4.3,·,·,-1.8,-6.6,-0.6
CCCCN1C(=O)NC(=O)/C(=C/c2cnc(SC)nc2)C1=O,-0.9,0.1,0.0,4.6,-0.9,-3.3,-9.0,-2.1,2.6
O=C(CN1CCN(c2ccccc2F)CC1)Nc1cccnc1Cl,11.4,-7.7,1.9,0.6,-0.2,4.7,-2.1,-1.8,7.5
C[N+](C)(C)CC#CCOC(=O)Nc1cccc(Cl)c1,-0.8,3.8,-3.5,4.2,1.0,0.1,-4.6,12.8,-0.2
CCC(=NCCC(c1ccccc1)c1ccccc1)c1c(O)n(C)c(=O)n(C)c1=O,-16.0,1.0,-3.9,0.7,-5.1,1.1,-2.3,2.0,5.3
OC1/C(=C/c2ccccc2F)N2CCC1CC2 (stereo unspecified),7.6,4.7,-18.1,2.8,0.6,-0.2,-0.1,1.4,-3.2
C[C@]12CCC3C(C1CCC2=O)[C@H](O)C[C@H]1C[C@@H](O)CC[C@]31C (stereo partly specified),3.0,·,·,3.2,·,·,-4.6,3.7,6.7
COc1cc(CC(C)N)c(OC)cc1I (stereo unspecified),1.5,2.8,2.4,-2.1,1.3,-3.2,2.9,-3.6,-4.7
N#Cc1ccccc1Cn1cc(C(=O)c2cccs2)c2ccccc21,1.7,-3.1,2.4,72.1*,-6.7,-5.4,1.1,-4.5,-3.4
C=CCn1c(O)c(C(CC)=NCc2ccc3c(c2)OCO3)c(=O)[nH]c1=O,·,3.2,1.7,8.7,-0.3,2.4,0.2,·,·
COc1ccc(CC(C)NCCC(c2ccccc2)c2ccccc2)cc1 (stereo unspecified),-2.3,7.4,-4.5,-1.9,-3.4,7.4,0.5,-2.8,3.4
Cn1c(O)c(C=NC2CC3CCC2(C)C3(C)C)c(=O)[nH]c1=O (stereo unspecified),0.5,3.0,1.9,4.2,-1.1,-1.7,-1.5,5.7,5.0
CC12CCCCC1=NC(c1ccc(Br)cc1)N2O (stereo unspecified),-6.1,1.9,-0.7,2.6,6.7,-1.3,-2.7,8.8,-2.1
Oc1ccc2c3c1OC1[C@H](O)CC[C@@]4(O)[C@@H](C2)N(CC2CC2)CC[C@]314 (stereo partly specified),-0.5&10.4,·,·,2.9&3.8,·,·,3.1&-1.2,1.4&-7.0,-2.0&-2.2
CCCCn1c(=O)c(C(=O)Nc2cnccn2)c(O)c2ccccc21,5.4,4.7,0.6,-1.0,-3.4,2.2,-4.3,5.5,2.1
C=CCn1c(O)c(C(C)=Nc2cc(OC)ccc2OC)c(=O)[nH]c1=O,13.4,3.0,1.7,7.0,2.5,3.4,0.8,2.9,4.9
NNCc1cccc(O)c1,0.5,5.7,-3.8,1.6,-0.9,0.6,-3.7,-1.6,-0.3
CCSc1nnc(C(N)Cc2ccccc2)o1 (stereo unspecified),4.6,-0.2,-2.6,0.9,-1.2,3.6,-0.2,2.5,0.4
Cc1cc(OCC(=O)N2CCC(C(N)=O)CC2)c2c3c(c(=O)oc2c1)CCCC3,3.0,0.3,-3.0,2.4,-0.1,1.6,0.7,-3.0,4.1
CCC(=NCCO)c1c(O)n(C2CCCCC2)c(=O)[nH]c1=O,-1.3,10.4,-0.8,-1.8,2.2,-3.3,0.7,4.5,-1.9
NP(=O)(OCCCc1ccccc1)Oc1ccccc1Cl (stereo unspecified),44.6*,2.7,59.4*,6.1,0.6,2.0,-4.4,66.9*,92.4*
Nc1ccc(C2(c3ccc(N)cc3)CCCCC2)cc1,5.2,3.5,-2.3,9.2,0.6,9.7,1.4,1.6,38.1*
C=CCOC(=O)C1=C(C)OC(N)=C(C#N)[C@@]12C(=O)N(CC(N)=O)c1ccccc12,6.4,-3.2,0.0,-1.7,-2.7,-6.1,-2.5,-1.3,2.3
COc1cc(CN2CC3CC(C2)c2cccc(=O)n2C3)cc(OC)c1OC (stereo unspecified),4.7,3.1,1.3,1.1,-3.1,0.7,-0.1,3.9,8.1
CCCC(C)C1(CC)C(=O)NC(=Nc2ccc(OC)cc2)NC1=O (stereo unspecified),5.4,1.1,-8.8,-7.4,-0.5,-1.0,-4.3,-8.1,0.3
CCOC(=O)C(O)(c1ccc(NC(=S)NC(=O)c2ccc(Cl)cc2Cl)cc1)C(F)(F)F (stereo unspecified),-11.3,-39.0,-27.1,0.3,-8.0,-14.2,1.4,-21.7,-0.9
CC(C)CC(=O)Nc1ccc(S(=O)(=O)N2CC3CC(C2)c2cccc(=O)n2C3)cc1 (stereo unspecified),-1.9,1.2,-0.8,0.3,2.4,0.7,2.4,-0.9,1.2
C[C@H]1CC[C@@H]2N(C1)C[C@H]1[C@@H]3C[C@H]4[C@@H](CC(=O)[C@H]5C[C@@H](O)CC[C@@]54C)[C@@H]3CC[C@H]1[C@]2(C)O,9.7,-5.3,-7.0,2.3,-0.9,-4.7,4.1,2.6,-1.9
Cc1ccc(CN2CCCC(C(=O)c3sccc3C)C2)o1 (stereo unspecified),2.3,2.5,8.0,5.2,-1.0,-0.9,-1.0,-1.7,4.8
CC(C)(C#CCCCCC#CC(C)(C)[N+](C)(C)C)[N+](C)(C)C,·,10.4,1.1,2.7,0.5,-0.2,-3.6,·,·
COC(=O)C[C@]1(C(=O)OC)CN(C#N)N(c2ccc(Cl)cc2)C12c1ccccc1-c1ccccc12,-1.7,1.0,-0.5,-0.7,-1.7,-2.9,6.0,-0.5,-1.3

# High-throughput results from PubChem BioAssay.
